MT stabilize HCS – stabilizes microtubules in HeLa cells. HeLa tubulin immunostaining HCS, 24 h; share of cells brighter than vehicle mean+2SD. % tubulin-high responders, % at 10 µM. actives 0.83% (n = 200,000);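 active = plate Z-score above 3 for both tubulin-high and condensed-nucleus cell shares, with cell loss under 80%, at 10 µM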;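 also: anti alpha tubulin signal scored within the nucleus-defined area of each cell; some results filed as inactive read as strong as hits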
bCat nuc transl – beta-catenin nuclear translocation modulation | HeLa beta-catenin nuclear translocation, immunofluorescence imaging | nuclear translocation activity, % at 5 µM | actives 0.3% (n = 190,000) | AID 1665;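 active = nuclear translocation activity above 50% at 5 µM, with a well cell count of 50 or more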;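 also: per-cell ratio of nuclear to cytoplasmic median beta-catenin stain intensity; plate controls were DMSO negative control for no effect and GSK-3 inhibitor IX positive control for full effect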
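Test system: HeLa cells, endogenous beta-catenin; Compound: single 5 µM dose plus 0.02–20 µM confirmation series; Times: compound exposure 24 h at 37°C; Signal: fluorescence imaging of beta-catenin antibody stain plus DAPI; Read-out: % activation, nuclear-to-cytoplasmic median beta-catenin signal ratio per cell.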
AID2073 – inhibitors of Mint1-CaV2.2 protein interaction, biochemical, HTRF (AID 2073); HTRF protein-protein interaction, Mint1-CaV2.2; higher % means a stronger effect; one-dose inhibition, % at 20 µM; IC50 in µM for titrated hits; actives 0.19% (n = 290,000); in the data active = inhibition mostly above about 51%, no sharp cut-off; also: some results filed as inactive read as strong as hits
HIV peptide binding – cell-free HIV fusion peptide-binding blockers – biochemical, uHTS, fluorescence dequenching, primary screen (AID 1986). cell-free peptide binding, fluorescence dequenching, 30 min; higher % means a stronger effect. inhibition, % at 20 µM, or IC50 in µM where a hit was titrated. actives 0.3% (n = 290,000); in the data active = inhibition mostly above about 52%, no sharp cut-off; inactive = mostly below about 76%; also: some results filed as inactive read as strong as hits
WT yeast gro inh – growth inhibition of WT yeast, mitochondrial fusion screen. mitochondrial fusion phenotypic screen, WT strain. inhibition, % at 10 µM. actives 2.1% (n = 190,000). AID 1362; in the data active = inhibition above about 58%; tested in S. cerevisiae
Dynein cargo inh – blocks dynein driven cargo transport along microtubules | 3617.4 mouse cells, GR-EGFP nuclear translocation imaging; test concentration mostly 20 µM; stimulated with dexamethasone, 1 µM; stronger effect = lower value | AID 1381 | z-score, hits read low | actives 0.47% (n = 220,000);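 active = plate z-score of nuclear minus cytoplasmic receptor signal below a set negative limit, without overly bright fluorescence or cell loss, cut at about -3.5 in these data, passing the limit was not always enough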;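 also: z-score of nuclear minus cytoplasmic ring GR-EGFP intensity difference per well; some compounds called inactive have numbers as strong as hits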
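Buffer or medium: tetracycline-free induction medium containing charcoal-stripped FBS / Reagent: dexamethasone agonist, 1.0 µM final, for 30 min / Technique: automated 10x imaging of fixed Hoechst-stained cells / Times: induction 48 h, compound 1 h, agonist 30 min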
Ins promoter up – MIN6 insulin promoter up-regulation; MIN6 insulin promoter-GFP reporter, high-content imaging; stronger effect = higher value; z-score at 5 µM; actives 0.3% (n = 190,000); AID 1625;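 active = z-score above 3 at 5 µM with at least 500 cells counted in the well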
Yfh1-depleted yeast – enhancers of respiration in Yfh1-depleted yeast, dose response, Friedreich's ataxia, plus single-dose screen (AID 1465); S. cerevisiae Yfh1-off respiration, WST-1 reduction, 72 h; higher fold induction means a stronger effect; fold induction at 50 µM, or EC50 in µM where a hit was titrated; actives 0.074% (n = 220,000);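 active = fold induction of absorbance versus untreated yeast above a set limit, then at least 30% activation at any dose in follow-up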;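 also: activators that raise dye reduction in frataxin-depleted yeast; strong numbers were not always called active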
Autophagy mod – autophagy modulation, high-content screen; MEF GFP-LC3 puncta imaging; test concentration mostly 10 µM; calls only at 10 µM (by protocol); actives 0.98% (n = 190,000); AID 463193;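 active = percentage of spot-positive cells more than 3 SD above its plate mean, without a fluorescence outlier flag or 80% toxicity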;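 also: spot-positive cell cutoff set from DMSO-treated cells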
WT yeast gro inh mutant strain – second read-out of WT yeast gro inh, no call of its own (marks repeat the call); inhibition, %; mitochondrial fusion phenotypic screen, mutant strain inhibition
Dynein cargo inh cytoplasmic EGFP – recorded beside Dynein cargo inh, whose call it bears; z-score; measured here: cytoplasmic GR-EGFP intensity; stronger effect = higher value
Dynein cargo inh nuclear GR-EGFP – recorded beside Dynein cargo inh, whose call it bears; z-score; measured here: nuclear GR-EGFP intensity;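 lower value marks the stronger effect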
Dynein cargo inh cell count – also measured in Dynein cargo inh; calls as there; z-score; measured here: cell count per field
Ins promoter up cell count – further read-out of Ins promoter up, marked with its call; cell count; measured here: cytotoxicity, nuclei count;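 total cells summed across four imaged fields per well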
bCat nuc transl cell count 5 µM – recorded beside bCat nuc transl, whose call it bears; cell count; measured here: cell count, cytotoxicity flag
MT stabilize HCS Hoechst-high % – second read-out of MT stabilize HCS, no call of its own (marks repeat the call); % Hoechst-high responders; measured here: nuclear condensation Hoechst responders;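 share of cells brighter than vehicle mean plus two SD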
MT stabilize HCS cytotoxicity % – recorded beside MT stabilize HCS, whose call it bears; toxicity, %; measured here: cytotoxicity by cell density;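 0% = mean cell density of plate MIN control wells and 100% = no cells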
Autophagy mod cell loss 18 h – further read-out of Autophagy mod, marked with its call; toxicity, %; measured here: cell loss, nuclei count;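 cell loss after 18 h compound exposure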
Starred values were filed as active, the others as inactive; i = inactive; x = not tested or not shown.

SMILES | MT stabilize HCS | MT stabilize HCS Hoechst-high % | MT stabilize HCS cytotoxicity % | bCat nuc transl | bCat nuc transl cell count 5 µM | AID2073 | HIV peptide binding | WT yeast gro inh | WT yeast gro inh mutant strain | Dynein cargo inh | Dynein cargo inh cytoplasmic EGFP | Dynein cargo inh nuclear GR-EGFP | Dynein cargo inh cell count | Ins promoter up | Ins promoter up cell count | Yfh1-depleted yeast | Autophagy mod | Autophagy mod cell loss 18 h
COc1cc(C(=O)NCc2nnc(SCC(=O)Nc3nc4ccc(C)cc4s3)o2)cc(OC)c1OC | 4.3 | 2.5 | 4.5 | 0.2 | 1097 | -5% | 11% | -9 | 3 | -1.4 | 0.069 | -0.93 | -1.4 | -0.59 | 1616 | i | i | 2
COC(=O)c1cc(NC(=O)CN(c2ccc3c(c2)OCO3)S(C)(=O)=O)ccc1Cl | 3.2 | 1.7 | 12 | -1.7 | 1157 | 3% | -1.2% | 19 | 16 | -0.57 | -0.19 | -0.024 | 0.16 | 0.6 | 1267 | i | i | 6
C#CCOCCOCCOCCNc1nc(N2CCN(C(=O)[C@H](CCCCN)n3cc(CCCC)nn3)CC2)nc(N2CCN(C(=O)[C@H](Cc3ccc(O)cc3)n3cc(CCO)nn3)CC2)n1 | 4.0 | 2.8 | 3.1 | x | x | 2% | -1.1% | 5 | -9 | 0.42 | -0.14 | 0.52 | 0.44 | -0.02 | 1398 | x | i | -39
COc1ccccc1C(=O)Nc1ccc(C(=O)c2ccccc2)cc1 | 2.6 | 4.0 | 1.6 | -0.1 | 1497 | 7% | -0.9% | 24 | -3 | 0.064 | -0.18 | 0.0094 | -0.66 | -0.28 | 1381 | i | i | 8
C#CCN(Cc1ccco1)C(=O)c1cc(COc2ccc(F)cc2Cl)on1 | 2.3 | 2.7 | 4.0 | 0.6 | 1558 | 18% | 3.2% | 54 | 10 | -0.54 | -0.2 | -0.24 | 0.16 | 0.21 | 1638 | i | i | 0
CCc1c(C)nc(SCC(=O)c2cccs2)c(C#N)c1C | 0.9 | 1.6 | 0.7 | x | x | 4% | 3.8% | 86* | 63* | -0.85 | -0.4 | -0.61 | 1.2 | x | x | i | i | -7
CCOC(=O)Cc1csc(NC(=O)CSc2nnc(C3CC3)n2C)n1 | 4.9 | 2.0 | 2.0 | 0.8 | 544 | 3% | 0.2% | -2 | -6 | 0.41 | 0.054 | 0.76 | -0.4 | x | x | i | i | 2
COc1ccccc1CC(NC(C)=O)C(=O)NC1CCN(C(=O)Nc2ccccc2Cl)CC1 (stereo not drawn) | 1.3 | 1.2 | 8.4 | -3.9 | 1056 | -10% | -0.9% | -18 | 1 | 0.49 | -0.34 | 0.27 | 0.3 | 0.04 | 1374 | i | i | -5
CCOc1ccc2nc(NC(=O)Nc3cccs3)sc2c1 | 2.8 | 1.0 | 8.8 | -1.7 | 587 | 0% | 9.3% | 32 | 3 | -0.5 | -0.2 | 0.36 | 0.52 | 1.7 | 1237 | i | i | 0
O=C(Cn1cnc2ccccc2c1=O)c1ccc(Cl)cc1 | 4.6 | 1.0 | 1.2 | 2.2 | 898 | 3% | 1.0% | 4 | -3 | 1.9 | -0.059 | 1.1 | -0.71 | x | x | i | i | 22
O=C(O)c1cccc(NC(=S)N/N=C/c2ccccc2OCc2cccc(Br)c2)c1 | 2.5 | 2.0 | 1.0 | -1.6 | 1105 | 50% | 13µM* | 7 | -7 | -0.019 | -0.23 | -0.25 | 0.62 | 0.14 | 1512 | i | i | -4
CN1CCN(C(=O)c2cc3ccccc3oc2=O)CC1 | 2.9 | 1.8 | 1.6 | 2.4 | 1436 | -2% | -1.5% | -2 | -3 | 1.4 | -0.26 | -0.51 | 0.7 | 0.18 | 1301 | i | i | 5
CN1CCCN(C(=O)CC2(CC(=O)O)CCCC2)CC1 | 2.9 | 2.8 | 8.9 | -1.1 | 1001 | -22% | 0.2% | -10 | -10 | 0.36 | -0.24 | -0.19 | 0.48 | 0.46 | 1316 | i | i | -10
CCOC(=O)c1c(NC(=O)c2nn(CC)cc2Br)sc2c1CCCCC2 | 2.5 | 2.4 | 8.4 | -0.2 | 1067 | -4% | 1.6% | 8 | 14 | 0.44 | -0.22 | 0.22 | -0.5 | -0.41 | 1417 | i | i | 9
O=Cc1c[nH]c2ncccc12 | x | x | x | -1.5 | 1330 | 18% | 1.1% | x | x | -0.31 | -0.2 | 0.36 | -1 | -0.25 | 995 | i | x | x
Cc1ccccc1OCc1nnc(SCc2cc(=O)[nH]c3ccccc23)o1 | 1.6 | 0.8 | 5.8 | 0.8 | 1145 | -2% | 2.0% | -8 | -9 | 1 | -0.19 | 0.72 | 0.83 | 0.61 | 1002 | i | i | 23
CCc1ccc(OCC(=O)Nc2ccc(-c3nc4ccccc4o3)c(O)c2)cc1 | 1.6 | 1.4 | 14 | 0.2 | 1252 | 45% | -5.5% | 10 | 9 | -0.39 | -0.026 | -0.083 | 0.57 | 0.22 | 1514 | i | i | 1
O=C(CCCc1c[nH]c2ccccc12)N1CCCCCC1 | 1.6 | 1.5 | 9.0 | 1.9 | 1181 | 5% | 0.9% | x | x | 0.65 | -0.2 | 0.5 | -0.46 | -0.49 | 1202 | i | i | -1
CCCC1OC23CCCCC2C(C#N)(C#N)C1(C#N)C(=N)O3 (stereo not drawn) | 6.1 | 1.6 | 2.3 | 3.1 | 512 | 3% | 20% | 13 | 11 | -1.8 | 0.2 | -1.4 | -0.0011 | -0.04 | 1108 | i | i | 25
Cc1ccccc1C(=O)NCCCCc1ccccc1 | 2.6 | 3.6 | 7.8 | -1.2 | 917 | -5% | 0.1% | -1 | -15 | -0.39 | -0.27 | -0.33 | 0.21 | 0.36 | 1287 | i | i | -15
CC(=O)Oc1ccc(C(C)=O)c2c1OCCO2 | 1.8 | 1.0 | 1.4 | -5.4 | 1203 | 7% | 9.5% | 12 | 27 | 3.4 | 0.051 | 2.4 | -2.2 | x | x | i | i | -5
CCN(CC)C(=S)SCC(=O)Nc1nc(-c2ccccc2)c(-c2ccccc2)o1 | 4.4 | 2.3 | 4.9 | -0.7 | 911 | 2% | -0.7% | 36 | -13 | 0.087 | 0.46 | -0.062 | 0.18 | -0.16 | 1187 | i | i | -11
Cc1ccc(C(=O)Nc2nnc(COc3ccccc3)s2)cc1 | 4.4 | 1.3 | 10 | -0.8 | 974 | 26% | -0.6% | -13 | 0 | -0.13 | -0.26 | 0.17 | 0.55 | 0.53 | 1445 | i | i | 6
COC(=O)C(C)Oc1ccc(=O)[nH]n1 (stereo not drawn) | 2.4 | 2.1 | 19 | -5.3 | 899 | -4% | -0.6% | -18 | 14 | 1 | -0.37 | 0.92 | -0.16 | 0.75 | 1236 | i | i | 0
Cc1ccc(OCCC(=O)NCCc2ccc(S(N)(=O)=O)cc2)cc1 | 1.9 | 2.8 | 5.2 | -2.9 | 1079 | 4% | 0.2% | 0 | 11 | 0.065 | -0.24 | 0.41 | 0.18 | 0.14 | 1410 | i | i | 0
COc1ccc(C2c3c(oc4ccccc4c3=O)C(=O)N2CCCN2CCOCC2)cc1 (stereo not drawn) | 5.5 | 2.5 | 7.4 | x | x | x | x | x | x | 0.54 | -0.074 | 0.24 | -0.98 | x | x | i | i | -6
CCOC(=O)C1=C(C)N(c2ccc(C)cc2)C(=O)/C1=C\c1ccc(O)c(OC)c1 | x | x | x | -1.1 | 1414 | -92% | -0.7% | x | x | -2.6 | 0.14 | -1.4 | 0.73 | 0.43 | 946 | i | x | x
CCOC(=O)CNC(=S)SC | x | x | x | -2.3 | 1187 | 3% | -1.3% | x | x | 0.055 | -0.25 | -0.2 | 0.17 | 0.68 | 1445 | i | x | x
Cc1c(=O)n(OCc2ccc(Cl)cc2)c2ccccc2[n+]1[O-] | 2.7 | 1.5 | 9.3 | 0.0 | 1490 | 14% | 1.0% | 2 | 17 | -0.21 | -0.36 | 0.36 | 0.83 | -0.84 | 1503 | i | i | 13
Cc1ccc(-c2cc(C#N)c(=O)n(Cc3c(Cl)cccc3Cl)c2)cc1 | 3.3 | 3.2 | 1.1 | -1.8 | 948 | 2% | 10% | 4 | 4 | -0.59 | -0.19 | -0.54 | 0.28 | -0.32 | 1097 | i | i | -24
Cc1ccc(NC(=O)C2CC(=O)NC(Nc3cccc(C)c3)=N2)cc1 (stereo not drawn) | 2.9 | 1.3 | 5.7 | 0.0 | 1215 | 2% | -2.0% | 0 | -4 | 1.5 | -0.29 | -0.25 | -0.22 | -0.43 | 1306 | i | i | -3
COC(=O)c1ccccc1NC(=O)COC(=O)CSCC(=O)N1CCOCC1 | 2.6 | 1.5 | 13 | -0.5 | 928 | -19% | -0.8% | -6 | -3 | 0.46 | -0.22 | 0.37 | -0.19 | 0.35 | 1240 | i | i | -18

Reformatted with values under each structure: 2 of the compounds above.
Values run as follows: MT stabilize HCS, MT stabilize HCS Hoechst-high %, MT stabilize HCS cytotoxicity %, bCat nuc transl, bCat nuc transl cell count 5 µM, AID2073, HIV peptide binding, WT yeast gro inh, WT yeast gro inh mutant strain, Dynein cargo inh, Dynein cargo inh cytoplasmic EGFP, Dynein cargo inh nuclear GR-EGFP, Dynein cargo inh cell count, Ins promoter up, Ins promoter up cell count, Yfh1-depleted yeast, Autophagy mod, Autophagy mod cell loss 18 h
> CCOC(=O)CNC(=S)SC
 : x, x, x, -2.3, 1187, 3%, -1.3%, x, x, 0.055, -0.25, -0.2, 0.17, 0.68, 1445, i, x, x
> COC(=O)c1cc(NC(=O)CN(c2ccc3c(c2)OCO3)S(C)(=O)=O)ccc1Cl
 : 3.2, 1.7, 12, -1.7, 1157, 3%, -1.2%, 19, 16, -0.57, -0.19, -0.024, 0.16, 0.6, 1267, i, i, 6

Screening results: PubChem BioAssay, several laboratories
